Source: PubChem BioAssay (Broad Institute)
Casp6 inh: human caspase-6 inhibitors, primary screen, biochemical, VEID-R110 fluorescence, single point, set 2; P55212; purified caspase-6, Z-VEID-R110 cleavage fluorescence; inhibition, % at 12.5 µM; AID 686996, 2013; 0.53% of 350,000 active;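 active = mean inhibition across replicates at least about 35%, with every replicate also reaching that limit, limit read from the data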;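 note: 0% = median of neutral control wells and 100% = no fluorescence left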
RAD52 anneal inh: RAD52 DNA annealing inhibitors, primary screen, biochemical, FRET, single point, set 2 | DNA repair protein RAD52 homolog (Homo sapiens), P43351 | inhibition, % at 18.7 µM | recombinant RAD52 DNA annealing, FRET fluorescence | 0.46% of 360,000 active | AID 651710, 2012;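 active = every replicate showing at least 50% inhibition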
ARNT TACC3 PPI: disruptors of ARNT/TACC3 protein interaction, primary screen, biochemical, AlphaScreen, single concentration; Transforming acidic coiled-coil-containing protein 3 (Homo sapiens), Q9Y6A5; AlphaScreen His-ARNT PAS-B/GST-TACC3 binding, luminescence; TACC3 fragment carries E629A point mutation; inhibition, % at 9.99 µM; 0.66% of 390,000 active; AID 623870, 2012;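 active = mean inhibition of replicates at least 50% and at least half of replicates each reaching 50%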;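 note: 0% = complete ARNT plus TACC3 wells and 100% = ARNT alone without TACC3; many hits fall short of the cut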
esBAF inh: Bmi1 luciferase reporter increase in mESCs, primary screen, esBAF inhibitor project, mouse ES cells, Bmi1 luciferase knock-in, single point; reporter increase, % at 12.5 µM; 24 h; 100% = twice the neutral-well signal; AID 602393, 2012; 2% of 350,000 active; in the data active = activation above about 40%;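 note: 0% = median of the plate's neutral control wells and 100% = double that signal; a rise in the Bmi1 reporter signal indicates esBAF inhibition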
ERp5 inh: inhibitors of ERp5-driven insulin aggregation, primary screen, biochemical, turbidity, absorbance 650 nm, single point; Protein disulfide-isomerase A6 (Homo sapiens), Q15084; 90 min; inhibition, % at 9.99 µM; 0.05% of 350,000 active;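 active = mean replicate inhibition above about 25%, with every replicate also reaching it, limit read from the data, passing the limit was not always enough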
Target sequence (Q15084 whole entry, looked up): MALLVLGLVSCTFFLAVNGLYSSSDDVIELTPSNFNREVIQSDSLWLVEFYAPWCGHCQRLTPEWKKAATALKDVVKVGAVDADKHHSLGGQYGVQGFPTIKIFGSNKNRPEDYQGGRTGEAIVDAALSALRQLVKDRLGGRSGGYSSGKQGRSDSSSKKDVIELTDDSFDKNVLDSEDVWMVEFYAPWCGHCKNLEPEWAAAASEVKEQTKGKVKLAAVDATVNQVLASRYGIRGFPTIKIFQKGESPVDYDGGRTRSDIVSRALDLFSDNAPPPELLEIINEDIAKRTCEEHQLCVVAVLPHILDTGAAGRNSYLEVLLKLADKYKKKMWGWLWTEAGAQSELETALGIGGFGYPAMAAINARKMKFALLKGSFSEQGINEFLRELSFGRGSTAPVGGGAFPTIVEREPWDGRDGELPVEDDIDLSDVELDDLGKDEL
E-sel inducer: E-selectin induction in HUVECs, primary screen, imaging, HUVEC, immunofluorescence imaging, single point; AID 686992, 2013; 0.37% of 260,000 active; activation, % at 7.58 µM; P16581; normalized: neutral wells 0, TNF-alpha wells 100;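 active = mean E-selectin-positive cell signal at least 10% of the positive control, reached in at least 60% of replicates, without over 20% cell loss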;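 note: in these data hits start at about 27%; measured in HUVEC primary endothelial cells; signal is the percent of cells scored E-selectin positive by PE staining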
Target sequence (P16581 whole entry, looked up): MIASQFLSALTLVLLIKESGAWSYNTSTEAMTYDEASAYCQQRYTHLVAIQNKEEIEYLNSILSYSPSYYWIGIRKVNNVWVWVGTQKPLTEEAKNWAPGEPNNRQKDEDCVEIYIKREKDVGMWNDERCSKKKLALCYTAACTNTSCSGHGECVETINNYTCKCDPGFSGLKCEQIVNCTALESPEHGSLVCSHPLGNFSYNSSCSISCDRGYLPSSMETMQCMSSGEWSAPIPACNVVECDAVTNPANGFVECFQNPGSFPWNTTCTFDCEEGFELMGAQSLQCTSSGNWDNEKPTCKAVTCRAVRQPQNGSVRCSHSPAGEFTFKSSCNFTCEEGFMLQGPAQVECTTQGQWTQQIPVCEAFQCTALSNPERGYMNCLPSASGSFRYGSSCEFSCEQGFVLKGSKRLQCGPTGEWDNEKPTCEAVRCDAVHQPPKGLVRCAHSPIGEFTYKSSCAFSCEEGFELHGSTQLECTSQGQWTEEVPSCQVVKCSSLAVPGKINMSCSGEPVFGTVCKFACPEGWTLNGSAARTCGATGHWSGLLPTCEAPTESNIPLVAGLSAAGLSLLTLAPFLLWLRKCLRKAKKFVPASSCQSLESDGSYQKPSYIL
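System: HUVEC / Compound: single concentration / Signal: immunofluorescence imaging / Read-out: percent E-selectin-positive cells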
PglD DTNB: C. jejuni PglD acetyltransferase inhibitors, primary screen, biochemical, DTNB colorimetric, single point | AID 602405, 2012 | 0.098% of 360,000 active | inhibition, % at 12.5 µM | purified PglD enzyme, DTNB colorimetric CoA detection; in the data active = inhibition above about 16%, passing the limit was not always enough; note: strong numbers were not always called active
RAD54 inh: inhibitors of human RAD54 branch migration, primary screen, biochemical, fluorescence, single point; inhibition, % at 10.4 µM; RAD54 Holliday junction branch migration, FAM/BHQ fluorescence; 0.14% of 360,000 active; DNA repair and recombination protein RAD54-like (Homo sapiens), Q92698;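 active = mean normalized replicate activity at least 40 and at least half of replicates scoring 40 or more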;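 note: 0% = median of neutral control wells and 100% = median of positive control wells; inhibitors cause a drop in the FAM fluorescence signal; in these data hits start at about 50%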
Starred values were filed as active, the others as inactive; . = not tested or not shown; & = joins results of further samples.

Values run as follows: RAD52 anneal inh, E-sel inducer, esBAF inh, ARNT TACC3 PPI, Casp6 inh, ERp5 inh, RAD54 inh, PglD DTNB
- O=S(=O)(c1ccc(F)cc1)N1CCN=C1SCc1cccc(F)c1
    1, ., -2, 20, -1, 2, -11, 4
- CC(NC(=O)c1cc(-c2cccnc2)nc2ccc(Br)cc12)C1CCCO1 (centres undefined)
    -10, -1.6, -5, 3, -1, -2, 2, -2
- C[C@H](CO)N1C[C@H](C)[C@@H](CN(C)C(=O)NC2CCCCC2)OCCCC[C@H](C)Oc2ccc(NS(=O)(=O)c3ccccc3)cc2C1=O
    -30, 0.1, -1, 3, 0, 7, 3, 2
- Cc1ccccc1-c1nnc(SCC(=O)NC2CCS(=O)(=O)C2)n1C (centres undefined)
    -14, -1.8, -8, ., 1, 2, -8, 2
- CC1CCN(c2ccc3nnc(CCC(=O)Nc4cccc(F)c4)n3n2)CC1
    -16, 0.3, -13, -5, 5, 4, 13, -4
- COc1cccc(-c2ccc3c(c2)O[C@H](CN(C)C(=O)C2CC2)[C@H](C)CN([C@H](C)CO)S3(=O)=O)c1
    1, -0.2, ., -3, 0, -6, 5, 2
- CCOC(=O)c1c(NC(=O)/C=C/C(=O)O)sc(C)c1-c1ccc(Cl)cc1
    -23, ., ., -11, 33, -9, ., .
- O=C(O)Cn1c(=O)c2c3c(sc2n(Cc2ccccc2)c1=O)CCCC3
    -9, 0.1, -10, 0, -2, 2, -24, 9
- CO[C@H](CN(C)C(=O)c1cnccn1)[C@@H](C)CN([C@@H](C)CO)S(=O)(=O)c1ccc(F)cc1
    4, -0.1, 3, -3, 1, 1, -2, 1
- COc1ccccc1C1=NOC(COc2ccc3c(C)cc(=O)oc3c2)C1 (centres undefined)
    -12, 0.0, ., 6, 0, 1, 1, 1
- CCC(=O)NC[C@@H]1[C@@H](c2ccccc2)[C@H](CO)N1C(=O)C1CCC1
    6, 0.3, -3, 1, ., -3, 8, -3
- CCOC(=O)COc1ccc(S(=O)(=O)NCc2cccnc2)cc1
    -10, ., -3, -6, 0, 3, 8, -5
- O=C(CSc1nnc(C2COc3ccccc3O2)o1)N1CCCc2ccccc21 (centres undefined)
    ., ., 12, -3, ., ., 0, 13
- CCS(=O)(=O)N1CC(=O)N2[C@H](C1)[C@@H](c1ccc(C#CCC(C)C)cc1)[C@@H]2CO
    -2, 0.2, ., ., 3, 9, ., .
- COc1ccc(Br)cc1/C=N/n1nnnc1N
    -9, -0.1, -3, 4, -2, -3, 14, -2
- CCOc1cc2[nH]c(=S)n(CCCN(CC)CC)c(=O)c2cc1OCC
    ., -1.4, 11, ., ., ., 21, -4
- O=C(C[C@@H]1C[C@@H]2c3cc(NC(=O)Nc4ccccc4)ccc3O[C@@H]2[C@H](CO)O1)NCc1ccccc1
    11, 0.4, -7, 12, -1, 4, 1, 6
- COc1ccc(C(=O)CCC(=O)NCCc2c[nH]c3ccccc23)cc1OC
    -50, 0.0, 0, 1, 1, -3, -14, 3
- N#C/C(=C\C=C\c1ccccc1)C(=O)N1CCCC1
    -8, -0.4, 4, 1, -1, 3, ., .
- CN(Cc1cccc(Cl)c1)C(=O)C1CSC2(C)CCC(=O)N12 (centres undefined)
    3, -0.8, 2, 0, -142, -22, 2, -2
- COC(=O)C(Cc1ccc(O)cc1)NC(=O)CCOc1ccc(OC)cc1 (centres undefined)
    1, 0.0, 2, -11, 1, -1, 5, -2
- COc1cccc(-n2c(SCC(=O)N3CCOCC3)nc3c([nH]c4ccccc43)c2=O)c1
    ., ., -2, -18, ., ., 20, 1
- Cc1ccc(S(=O)(=O)N(C)C[C@@H]2Oc3ccc(NC(=O)Nc4cccc5ccccc45)cc3C(=O)N([C@H](C)CO)C[C@H]2C)cc1
    -16, 0.4&0.4, 1, -9, 1, 4, 3, 2
- COCc1cc(=O)n2[nH]c(-c3ccccc3)cc2n1
    ., ., 15, -10, ., ., 4, 2
- COc1ccc(N2CCN(C(=O)CN3C(=O)NC(c4ccc(OC)cc4)(c4ccc(OC)cc4)C3=O)CC2)cc1
    -12, ., 7, 9, -3, -4, 4, -6
- COc1ccc2c(c1)OC[C@H]1[C@H]2N2C(=O)c3ccc(C)cc3NC(=O)[C@@]2(C)[C@H]1c1ccccc1
    ., 1.0, -1, -18, ., ., -9, 0
- O=c1[nH]cc(C(F)(F)F)cc1NS(=O)(=O)c1ccccc1[N+](=O)[O-]
    6, 7.2, ., -20, 1, 6, ., .
- COc1ccc(N2CCN(C(=O)COC(=O)CCc3ccccc3OC)CC2)cc1
    -1, -1.4, ., -1, -1, 0, ., .
- CCOC(=O)c1c(S(=O)(=O)NCc2ccc(OC)cc2)c(C)n(C)c1C
    -11, ., 3, -5, -5, 4, -2, 1
- CC(C)NC(=O)N(C)C[C@@H]1Oc2ccc(NC(=O)C3CC3)cc2C(=O)N([C@H](C)CO)C[C@@H]1C
    -3, -9.4, -3, 3, 0, 8, -21, -2

Continued, overlapping the part above by 5 compounds.
Values run as follows: RAD52 anneal inh, E-sel inducer, esBAF inh, ARNT TACC3 PPI, Casp6 inh, ERp5 inh, RAD54 inh, PglD DTNB
- COc1ccc2c(c1)OC[C@H]1[C@H]2N2C(=O)c3ccc(C)cc3NC(=O)[C@@]2(C)[C@H]1c1ccccc1
    ., 1.0, -1, -18, ., ., -9, 0
- O=c1[nH]cc(C(F)(F)F)cc1NS(=O)(=O)c1ccccc1[N+](=O)[O-]
    6, 7.2, ., -20, 1, 6, ., .
- COc1ccc(N2CCN(C(=O)COC(=O)CCc3ccccc3OC)CC2)cc1
    -1, -1.4, ., -1, -1, 0, ., .
- CCOC(=O)c1c(S(=O)(=O)NCc2ccc(OC)cc2)c(C)n(C)c1C
    -11, ., 3, -5, -5, 4, -2, 1
- CC(C)NC(=O)N(C)C[C@@H]1Oc2ccc(NC(=O)C3CC3)cc2C(=O)N([C@H](C)CO)C[C@@H]1C
    -3, -9.4, -3, 3, 0, 8, -21, -2
- O=C(Nc1ccccc1NC(=O)c1ccco1)c1ccco1
    ., ., -6, -22, ., ., -14, 5
- CCOC(=O)[C@]12CCCC=C1N(CCc1ccc(OC)c(OC)c1)C(=O)[C@H](CC(=O)N1CCSCC1)C2
    0, -0.2, ., ., -5, 0, ., .
- O=C(CCl)N1c2ccccc2SCC1c1ccccc1 (centres undefined)
    -1, ., 12, ., 8, -7, 7, -6
- COCC#Cc1ccc2c(c1)O[C@@H](CN(C)Cc1ccccn1)[C@@H](C)CN([C@H](C)CO)S2(=O)=O
    2, -0.1, -1, -1, -2, -2, 3, 8
- Cn1c(/C=N/O)nc2ccccc21
    -4, -0.5, -7, 4, -1, 4, ., .
- C=CC[C@@]1(C(=O)OC)N=C(c2ccc(OCCCO)cc2)O[C@@H]1c1ccccc1
    7, ., ., -6, -1, 0, -5, 0
- C[C@@H]1CN([C@H](C)CO)C(=O)c2cc(NC(=O)Nc3ccc(F)cc3)ccc2O[C@@H]1CN(C)Cc1ccncc1
    3, -3.8, 6, -8, -1, 1, 4, 1
- CC(C)Cn1c(SCC(=O)Nc2cccnc2Cl)nnc1-c1ccco1
    -12, -0.1, -2, -38, -5, 7, 1, 4
- O=C(C[C@@H]1CC[C@@H](NC(=O)c2ccc3c(c2)OCO3)[C@H](CO)O1)NCc1ccc(Oc2ccccc2)cc1
    17, -0.1, 18, -9, 2, -1, 3, 1
- Cc1ccc2nc(Cl)c(/C=N/n3c(C)nnc3C)cc2c1
    0, -0.2, ., 1, 2, -7, ., .
- C[C@H](NC(=O)COc1ccc(Cl)cc1)C(=O)N1CCC2(CC1)NCCc1[nH]cnc12
    1, ., -6, 6, -4, 0, -16, -4
- O=C(/C=C/c1cccs1)NC(=S)NNC(=O)c1ccccc1O
    -31, -3.1, ., 40, 4, 6, ., .
- CCCN(Cc1nc(-c2ccc(Cl)cc2)no1)CC1CCCO1 (centres undefined)
    -19, 3.7, ., -4, 2, -1, ., .
- CCOc1ccc2[nH]c(C)c(CN3CCCCCC3)c(=O)c2c1
    5, ., -7, 4, -21, 4, 1, 2
- CCCc1[nH]nc2c1C(c1ccc(OC)c(Cn3nnc4ccccc43)c1)C(C#N)=C(N)O2 (centres undefined)
    ., ., -5, -1, ., ., -2, 6
- CCOC(=O)c1ccccc1NC(=O)COC(=O)CCNS(=O)(=O)c1ccccc1
    -13, -0.2, ., 1, 2, 2, -11, 4
- COc1cccc(/C=N/n2c(-c3cc(C)[nH]n3)n[nH]c2=S)c1O
    -12, ., -6, 14, -1, 2, ., .
- CCN(/N=C/c1ccc(N(C)C)cc1)c1nc2ccccc2[nH]1
    -16, -0.4, ., ., 1, 1, ., .
- C[C@@H]1CCCCO[C@@H](CN(C)C(=O)Nc2ccc(F)cc2)[C@H](C)CN([C@@H](C)CO)C(=O)c2cc(NC(=O)CCC(F)(F)F)ccc2O1
    -26, ., -4, 0, -1, 2, -9, 4
- COc1cc(C)ccc1Oc1ccc([N+](=O)[O-])cc1
    -13, -0.5, ., 1, -2, -3, ., .
- NS(=O)(=O)c1ccc(CCNC(=O)c2cc(-c3cc(Cl)ccc3O)n[nH]2)cc1
    14, -0.9, 5, 1, 0, 3, 8, -5
- COCC(=O)N(C)C[C@H]1Oc2cc(C3=CCCCC3)ccc2S(=O)(=O)N([C@H](C)CO)C[C@@H]1C
    4, 4.3, -5, 1, 1, 0, -1, 6
- Cc1ccccc1N(CC(=O)NCc1ccc2c(c1)OCO2)C(=O)C1CSC(=O)C1 (centres undefined)
    14, ., 3, -7, 3, 0, 1, -16
- O=C(N[C@H]1CC[C@@H](CC(=O)N2CCOCC2)O[C@H]1CO)c1cccc(F)c1
    -5, -0.1, -1, 24, -1, 1, 2, 0
- CO[C@@H]1CN(C)C(=O)c2cc(NC(=O)Nc3ccc(F)cc3)ccc2OC[C@@H](C)NC[C@@H]1C
    5, -0.1, -1, -1, -2, -3, 2, 1
- CCNC(=O)C[C@H]1CC[C@H]2[C@@H](COC[C@@H](O)CN2C(=O)Nc2ccc(Cl)c(Cl)c2)O1
    5, 0.3, 5, 6, -1, 8, 2, 2
- CSc1ccc(/C=N/NC(=O)c2cc(O)cc(O)c2)cc1
    ., ., 1, 9, ., ., 7, -1
- CC(C)NC(=O)N(C)C[C@@H]1Oc2ccc(NC(=O)CCN3CCOCC3)cc2C(=O)N([C@H](C)CO)C[C@H]1C
    1, 65*, 3, -10, -4, 1, -5, -1
- CC1CCCCN1C(=O)COC(=O)c1ccc(N2CCCC2=O)cc1 (centres undefined)
    -2, 0.3, 4, -4, 3, -3, -4, -3

Profiles, looked up by structure. Order of screens: RAD52 anneal inh, E-sel inducer, esBAF inh, ARNT TACC3 PPI, Casp6 inh, ERp5 inh, RAD54 inh, PglD DTNB
Record of `COCC(=O)N(C)C[C@H]1Oc2cc(C3=CCCCC3)ccc2S(=O)(=O)N([C@H](C)CO)C[C@@H]1C` = 4, 4.3, -5, 1, 1, 0, -1, 6
Record of `CCNC(=O)C[C@H]1CC[C@H]2[C@@H](COC[C@@H](O)CN2C(=O)Nc2ccc(Cl)c(Cl)c2)O1` = 5, 0.3, 5, 6, -1, 8, 2, 2
Record of `Cc1ccccc1N(CC(=O)NCc1ccc2c(c1)OCO2)C(=O)C1CSC(=O)C1` (centres undefined) = 14, ., 3, -7, 3, 0, 1, -16
Record of `C[C@@H]1CCCCO[C@@H](CN(C)C(=O)Nc2ccc(F)cc2)[C@H](C)CN([C@@H](C)CO)C(=O)c2cc(NC(=O)CCC(F)(F)F)ccc2O1` = -26, ., -4, 0, -1, 2, -9, 4
Record of `CCOC(=O)c1ccccc1NC(=O)COC(=O)CCNS(=O)(=O)c1ccccc1` = -13, -0.2, ., 1, 2, 2, -11, 4
